Screening results from PubChem BioAssay.
Hsp70 activator: Hsp70 transcriptional activators, primary screen, cell-based, HeLa, Hsp70 promoter luciferase, luminescence, 10 µM | HeLa Hsp70 promoter luciferase reporter; scaled: vehicle 0, proteasome-inhibitor control 100% | activation, % at 10 µM | hit rate 0.04% among 200,000;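 active means activation above the mean across all tested compounds plus 3 SD, cutoff set per campaign, cut at about 5.5% in these data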;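 further: 100% = MG132 at 30 µM as the positive control and 0% = DMSO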
PMI act satM6P: human PMI activators, high substrate, primary screen, biochemical, fluorescence intensity, near-saturating mannose 6-phosphate. Mannose-6-phosphate isomerase (Homo sapiens), P34949. coupled PMI enzyme assay, resazurin fluorescence, 20 min; stronger effect = higher value; 1 = untreated enzyme, 0 = substrate-free blank. activation factor at 20 µM. hit rate 0.34% among 190,000. AID 1216, 2008;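 active means activation factor of 2 or more at 20 µM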
Target sequence (P34949 whole entry, looked up): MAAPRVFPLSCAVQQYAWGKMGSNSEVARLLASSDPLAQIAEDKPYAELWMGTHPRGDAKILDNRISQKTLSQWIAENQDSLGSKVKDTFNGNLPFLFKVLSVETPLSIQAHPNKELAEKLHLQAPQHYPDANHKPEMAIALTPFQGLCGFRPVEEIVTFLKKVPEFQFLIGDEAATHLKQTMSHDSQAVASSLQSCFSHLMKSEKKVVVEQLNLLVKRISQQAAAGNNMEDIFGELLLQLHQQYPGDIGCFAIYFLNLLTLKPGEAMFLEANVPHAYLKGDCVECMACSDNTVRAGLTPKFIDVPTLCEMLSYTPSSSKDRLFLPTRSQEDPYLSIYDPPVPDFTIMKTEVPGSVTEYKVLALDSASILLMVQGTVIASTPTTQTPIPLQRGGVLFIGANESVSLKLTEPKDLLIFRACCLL
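Test system: human phosphomannose isomerase with PGI, G6PDH, diaphorase coupling enzymes; Amount: PMI at 15 ng/mL final; Reagent: Mannose-6-phosphate 1.0 mM (near-saturating) plus 0.22 mM NADP+; Timing: 20 min, room temperature; Technique: resorufin fluorescence at Ex 544/Em 590 nm; Dosing: 20 µM single dose.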
DTT redox prof: compounds producing H2O2 with reducing agent – biochemical, NIH compound library profiling, artefact control for MLSCN library redox annotation, primary screen. AID 878, 2007. hit rate 0.03% among 200,000. DTT-dependent redox cycling H2O2, phenol red/HRP absorbance; 100% = 100 µM peroxide control, 0% = buffer. activation, % at 10 µM;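 active means activation of at least 50% relative to the plate's high and low controls in the primary single-dose screen; inactive means activation below 50%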;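 further: compound incubated with DTT at 0.8 mM final as the reducing agent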
S1P3 antagonist: S1P3 receptor antagonists, primary screen, cell-based. CHO S1P3 NFAT-BLA reporter, FRET fluorescence, antagonist mode. hit rate 0.27% among 170,000. inhibition, % at 4.98 µM;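 active means inhibition above the plate cutoff, the mean inhibition of test wells on that plate plus 3 SD, cut at about 28% in these data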;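 further: cells challenged with S1P at its EC80 of 0.8 µM; blue over green emission ratio from cleaved BLA substrate after 4 h stimulation; 0% = S1P-stimulated wells and 100% = unstimulated DMSO-only wells; some compounds past the cut are filed as inactive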
Target sequence (Q99500 whole entry, looked up): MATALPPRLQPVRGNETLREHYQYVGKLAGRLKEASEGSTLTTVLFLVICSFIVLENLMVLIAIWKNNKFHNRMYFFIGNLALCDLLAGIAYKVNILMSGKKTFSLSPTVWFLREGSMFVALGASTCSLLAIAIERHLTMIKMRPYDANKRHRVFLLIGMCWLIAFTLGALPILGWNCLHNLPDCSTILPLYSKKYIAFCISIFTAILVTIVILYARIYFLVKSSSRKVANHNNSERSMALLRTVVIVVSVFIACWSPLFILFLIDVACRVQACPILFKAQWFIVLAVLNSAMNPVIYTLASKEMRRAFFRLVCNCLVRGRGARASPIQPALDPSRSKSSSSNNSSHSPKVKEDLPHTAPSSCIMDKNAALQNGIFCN
Lmaj promast: Leishmania major promastigote growth inhibition, primary screen. AID 1063, 2008. hit rate 9% among 200,000. Leishmania major promastigotes, resazurin fluorescence viability. inhibition, % at 10 µM;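 further: promastigotes grown with compound for 44 hours at 28 °C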
PMI activator: activators of human PMI, primary screen, biochemical, fluorescence intensity, near-Km mannose 6-phosphate; Mannose-6-phosphate isomerase (Homo sapiens), P34949; purified human PMI, coupled resazurin fluorescence, 20 min; stronger effect = higher value; 1 = vehicle control, 0 substrate-free wells; activation factor at 20 µM; hit rate 0.005% among 190,000;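 active means activation factor of 2 or more at 20 µM, relative to plate controls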
TLR4 MyD88 comp: inhibitors of TLR4-MyD88 association in cells, primary screen, cell-based, HeLa CL3-4, BLA complementation, FRET ratio; hit rate 0.18% among 200,000; inhibition, % at 8.4 µM; Toll-like receptor 4 (Homo sapiens) + Myeloid differentiation primary response protein …; HeLa CL3-4 TLR4/MyD88 BLA complementation; in the data active means inhibition above about 25%;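 further: 0% = vehicle and 100% = reference inhibitor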
G6PDH counter: L. mesenteroides G6PDH inhibitors, counter-screen for G6PDH-coupled screening assays, biochemical, Leuconostoc mesenteroides enzyme | AID 1020, 2008 | Purified L. mesenteroides G6PDH, diaphorase/resazurin coupled fluorescence, 45 min | hit rate 0.12% among 200,000 | inhibition, % at 5 µM | glucose-6-phosphate dehydrogenase [Leuconostoc mesenteroides]
Diaph act CS: compounds boosting diaphorase resazurin reduction – biochemical, uHTS, resorufin fluorescence, counter-screen for diaphorase-coupled primary assays, primary screen; hit rate 0.005% among 190,000; Diaphorase/resazurin coupled assay, 16 min; stronger effect = higher value; 1 = vehicle wells, 0 = NADH-free wells; AID 1229, 2008; activation factor at 20 µM;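 active means diaphorase activity raised at least twofold by the compound at 20 µM; inactive means activation factor below 2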
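Material: bacterial diaphorase enzyme (C. kluyveri); amount: enzyme 0.07 U/mL final; reagent: NADH substrate 0.114 mM plus resazurin dye 0.1 mM, final; doses: single compound dose of 20 µM, 1% DMSO final; timing: 16 min enzyme reaction, ambient temperature; measured by: fluorescence of resorufin, 544 nm excitation, 590 nm emission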
RAM inhibit: inhibitors of the yeast RAM network, primary screen, dse1pr::URA3 reporter, 5-FOA selection | S. cerevisiae dse1pr::URA3 reporter, 5-FOA growth OD615, 2 d; analog-sensitive cbk1-as2 kinase mutant strain | inhibition, % at 50 µM | hit rate 1.8% among 190,000;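 active means inhibition above a set limit, 3 SD over mean compound inhibition, cut at about 8.4% in these data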;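 further: 0% = DMSO-only wells with no growth and 100% = 10 µM 1-NA-PP1 full growth; inhibition rescues growth on 5-FOA so higher OD means more RAM inhibition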
Diaph inh CS: diaphorase inhibitors and chemical oxidizers, primary screen, counter-screen for diaphorase-coupled primary assays, biochemical, uHTS, resorufin fluorescence | diaphorase resazurin-to-resorufin fluorescence, NADH, 16 min; bacterial (C. kluyveri) enzyme, not human | inhibition, % at 20 µM | hit rate 0.69% among 190,000;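 active means primary screen inhibition at 20 µM above a set limit, cut at about 50% in these data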;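 further: plate controls were DMSO with full reaction for no effect and wells lacking NADH for full effect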
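Test system: diaphorase enzyme from Clostridium kluyveri; amount: diaphorase at 0.14 U/mL in enzyme working solution; detection: fluorescence of resorufin formed from resazurin, Ex 544/Em 590 nm; times: reaction incubation of 16 min at room temperature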
The depositor's hits bear a star; · = not tested or not shown. Unless noted, no stated cut-off is given here; in the data, active means inhibition above about 50%; inactive means the rest.

SMILES	Hsp70 activator	PMI act satM6P	DTT redox prof	S1P3 antagonist	Lmaj promast	PMI activator	TLR4 MyD88 comp	G6PDH counter	Diaph act CS	RAM inhibit	Diaph inh CS
CN(Cc1cc2ccccc2[nH]c1=O)S(=O)(=O)c1ccccc1	-0.3	0.9	-4.0	9	9	0.9	15	11	0.9	4.3	8
Cc1ccc(S(=O)(=O)N2CCN(CC(=O)NC(=O)NCc3ccccc3)CC2)cc1C	0.2	0.9	-0.4	·	-3	0.9	5	9	0.9	2.4	9
CCOC(=O)c1[nH]c(C)c(C(=O)Nc2ccc3c(c2)CCC3)c1C	-0.1	1	0.4	1	4	1.1	-18	14	1.1	6.7	-9
O=C(O)c1cnn(-c2ccccc2)c1C(F)(F)F	-0.2	1.1	-1.9	-3	-4	1.2	-1	3	1	0.9	5
O=C(CN1CCN(c2ccc(F)cc2)CC1)Nc1ccccc1[N+](=O)[O-]	-0.3	0.9	0.2	-6	-4	0.9	-8	0	0.8	1.5	20
O=C(C1CCCCC1)N1CCN(c2ncccn2)CC1	0.2	0.9	-0.3	-3	-7	0.9	-1	3	0.9	0.7	14
O=C(COc1ccc(Cl)cc1)NCc1nnc(SCC(=O)Nc2ccccc2)o1	-0.1	1	-0.2	·	-4	0.9	0	3	0.9	4.5	8
O=C(CCNc1cccc(Cl)c1)c1cccs1	-0.3	0.9	2.6	·	23	0.9	-9	4	0.8	1.2	17
CCCCCOC(=O)C1=C(C)Nc2nnnn2C1c1ccccc1Cl (stereo unspecified)	-0.2	0.9	0.1	·	27	0.9	-29	-4	0.8	0.7	21
Cc1ccc(NC(=O)CSC2=C(C#N)C(c3ccco3)C3=C(CCCC3=O)N2)cc1 (stereo unspecified)	-0.2	1.3	0.5	·	1	1.1	13	3	0.9	4.3	6
O=C(O)c1ccc(CNc2ccccc2C(=O)O)cc1	-0.1	1	2.4	5	-3	0.9	4	27	0.9	2.4	8
Nc1c(-c2ccc(Cl)cc2)cnn1-c1cccc(C(F)(F)F)c1	0.2	1	1.7	·	-6	1	-16	3	0.8	5.0	18
CN(Cc1nc(-c2ccncc2)no1)S(=O)(=O)c1ccc(Cl)cc1	-0.1	1	2.3	13	5	0.9	0	3	0.8	1.4	23
CC(C)C(=O)c1cc2c(cc1NC(=O)c1ccccc1)OCCO2	-0.3	0.9	1.8	·	57*	0.9	1	-1	0.8	4.3	16
CNCCCOc1cccc(OC(C)C)c1	-0.2	0.9	-0.1	·	1	0.9	-5	4	0.9	0.5	11
NS(=O)(=O)c1ccc(NC(=O)COC(=O)/C=C/c2ccc([N+](=O)[O-])cc2)cc1	0.2	1	-0.2	8	-8	1	2	-3	1	0.7	1
CC(=O)Nc1ccc(NC(=O)c2sc3nc4c(c(-c5ccc(C)cc5)c3c2N)CCC4)cc1	-0.3	0.8	-1.0	·	1	0.8	17	-36	0.5	7.5	51*
O=C(NCc1nc2ccccc2[nH]1)c1ccc(S(=O)(=O)N2CCOCC2)cc1	-0.1	1.1	-1.3	·	-6	1.1	3	13	0.9	1.6	13
O=C(CNC(=O)c1ccccc1Br)N/N=C/c1ccc(O)cc1	-0.1	1.1	-2.2	5	3	1.1	7	6	1.1	1.1	-8
C=CCn1c(COc2cccc(C)c2)nnc1SCn1nnc2ccccc2c1=O	-0.5	0.9	-0.2	-11	8	0.9	-1	8	0.8	-0.8	22

Arranged by length of the SMILES (ascending): some entries from above.
SMILES	Hsp70 activator	PMI act satM6P	DTT redox prof	S1P3 antagonist	Lmaj promast	PMI activator	TLR4 MyD88 comp	G6PDH counter	Diaph act CS	RAM inhibit	Diaph inh CS
O=C(CCNc1cccc(Cl)c1)c1cccs1	-0.3	0.9	2.6	·	23	0.9	-9	4	0.8	1.2	17
O=C(C1CCCCC1)N1CCN(c2ncccn2)CC1	0.2	0.9	-0.3	-3	-7	0.9	-1	3	0.9	0.7	14
O=C(O)c1cnn(-c2ccccc2)c1C(F)(F)F	-0.2	1.1	-1.9	-3	-4	1.2	-1	3	1	0.9	5
CCCCCOC(=O)C1=C(C)Nc2nnnn2C1c1ccccc1Cl (stereo unspecified)	-0.2	0.9	0.1	·	27	0.9	-29	-4	0.8	0.7	21
CC(C)C(=O)c1cc2c(cc1NC(=O)c1ccccc1)OCCO2	-0.3	0.9	1.8	·	57*	0.9	1	-1	0.8	4.3	16
CN(Cc1cc2ccccc2[nH]c1=O)S(=O)(=O)c1ccccc1	-0.3	0.9	-4.0	9	9	0.9	15	11	0.9	4.3	8
CN(Cc1nc(-c2ccncc2)no1)S(=O)(=O)c1ccc(Cl)cc1	-0.1	1	2.3	13	5	0.9	0	3	0.8	1.4	23
CCOC(=O)c1[nH]c(C)c(C(=O)Nc2ccc3c(c2)CCC3)c1C	-0.1	1	0.4	1	4	1.1	-18	14	1.1	6.7	-9
O=C(COc1ccc(Cl)cc1)NCc1nnc(SCC(=O)Nc2ccccc2)o1	-0.1	1	-0.2	·	-4	0.9	0	3	0.9	4.5	8
Cc1ccc(NC(=O)CSC2=C(C#N)C(c3ccco3)C3=C(CCCC3=O)N2)cc1 (stereo unspecified)	-0.2	1.3	0.5	·	1	1.1	13	3	0.9	4.3	6
NS(=O)(=O)c1ccc(NC(=O)COC(=O)/C=C/c2ccc([N+](=O)[O-])cc2)cc1	0.2	1	-0.2	8	-8	1	2	-3	1	0.7	1

(list continues)
SMILES	Hsp70 activator	PMI act satM6P	DTT redox prof	S1P3 antagonist	Lmaj promast	PMI activator	TLR4 MyD88 comp	G6PDH counter	Diaph act CS	RAM inhibit	Diaph inh CS
CC(O)CNCCCOc1cccc(Oc2ccccc2)c1 (stereo unspecified)	0.3	1	-0.1	-2	99*	1	1	-3	1	0.6	4
Cc1cc(C)n(C(=O)COc2c(C)cccc2C)n1	0.0	1.1	1.9	-14	-7	1.1	10	10	1	-0.4	-4
Cc1ccccc1Cn1cc(NC(=O)CSc2nc3c(c(C(F)(F)F)n2)CCc2ccccc2-3)cn1	0.8	1	1.9	·	7	1	-1	6	0.9	0.8	6
CC(C)c1nnc(SCC(=O)N2CCN(C(=O)c3ccco3)CC2)n1N	0.0	1.1	-0.2	-2	-3	1.1	5	4	1.1	0.3	-11
Cc1ccc2cc(C#N)c(NCCNC(=S)NCCCN3CCOCC3)nc2c1	-0.4	·	0.2	-9	2	·	-8	9	·	4.0	·
O=C(OCC(=O)N1CCN(C(=O)c2ccco2)CC1)c1ccccc1	-0.3	0.9	-2.3	7	-2	1	-13	1	0.9	0.5	12
COc1ccc2c(c1)Sc1ccccc1N2	0.2	0.9	-0.5	-10	100*	0.9	4	-4	0.7	0.4	32
Cn1c(CCNC(=O)c2ccc(F)cc2)nc2ccccc21	-0.4	1	-0.7	·	4	0.9	-5	3	1	-1.0	-1
COC(=O)c1ccc(CSc2nnnn2C)o1	-0.1	1.1	-1.0	-24	-6	1	-17	4	1	1.7	-2
CSC[C@@H]1NC(=S)N(c2ccc(C)cc2)C1=O	-0.3	1.2	-0.1	-25	28	1	-2	3	0.9	1.3	7
CCCCN=c1sc(C(=O)OC)cc(=O)n1CCCC	0.1	1	1.3	·	5	1	3	2	1	0.9	0
CN(C1CCCCC1)S(=O)(=O)c1ccc(NC(=O)Cn2nc(-c3ccc(F)cc3)ccc2=O)cc1	-0.2	0.9	-0.1	-20	9	0.8	-2	12	0.7	3.4	27
CCOc1cc(S(=O)(=O)NCc2ccc3c(c2)OCO3)c(C)cc1C	-0.2	0.8	0.9	-21	6	0.8	-9	-5	0.8	1.5	24
Fc1ccc(Nc2nc(-c3ccncc3)nc3ccccc23)cc1	-0.5	1	0.5	-7	22	0.9	9	0	1	1.1	5
CCOC(=O)CSc1ncnc2c1cnn2-c1ccc(Cl)cc1	-0.3	0.9	2.1	8	-5	0.9	-6	5	0.8	6.4	22
COc1ccc(/C(N)=N/OC(=O)CCc2ccccc2)cc1OC	0.0	1	10	0	-7	1	5	-1	0.9	0.0	8
Cc1c(Cc2ccc3c(c2)OCO3)sc(NC(=O)c2ccc3ccccc3c2)c1C(N)=O	-0.1	0.9	1.0	-18	-8	0.6	-2	14	0.9	6.4	7
O=C(Nc1ccccc1-c1ccccc1)C12CC3CC(CC(C3)C1)C2	0.1	1	0.9	·	89*	0.9	-4	8	0.9	5.9	11
COC(=O)c1ccc(C2c3c(oc4ccccc4c3=O)C(=O)N2CCCN2CCOCC2)cc1 (stereo unspecified)	-0.6	1	-1.1	1	-7	1.1	4	4	0.9	0.3	8
Cc1cc(C)cc(N(CC(=O)NC2CCCC2)C(=O)C2(C)CC(=O)N=C3C=CC=CN32)c1 (stereo unspecified)	0.1	1	-0.3	-3	-4	1	-14	6	1	1.8	2
Cc1ccc(-c2csc(NC(=O)c3ccc(C)o3)n2)cc1	0.3	0.9	0.0	-1	-7	0.8	13	-2	0.8	1.5	17
O=c1cc(-c2ccc3c(c2)OCO3)oc2ccccc12	-0.2	0.9	-1.4	22	-9	1	-3	0	0.9	1.7	12
CC(=O)OCC1=C(C(=O)O)N2C(=O)C(NC(=O)c3ccc(COc4cccc(Cl)c4Cl)o3)C2SC1 (stereo unspecified)	-0.2	0.7	0.0	2	-8	0.9	0	3	0.7	0.0	28
